KDM5B inhibitor: KDM5B demethylase inhibition. KDM5B demethylase, FDH-coupled NADH fluorescence (FDH is formaldehyde dehydrogenase). Potency, µM (doses to about 57.7 µM), for inactives: at the highest dose activity change, negative = inhibition, usual class: inhibitors. 2.6% of 220,000 active; active = well fitted inhibition curve with a large enough effect; inconclusive = small, poorly fitted or top-dose-only effect; inactive = no such curve, though single readings can be large or run the other way; also: 0% is about no effect; nearly all actives have a fitted effect of over 70% in size
Target sequence (Q9UGL1 whole entry, looked up): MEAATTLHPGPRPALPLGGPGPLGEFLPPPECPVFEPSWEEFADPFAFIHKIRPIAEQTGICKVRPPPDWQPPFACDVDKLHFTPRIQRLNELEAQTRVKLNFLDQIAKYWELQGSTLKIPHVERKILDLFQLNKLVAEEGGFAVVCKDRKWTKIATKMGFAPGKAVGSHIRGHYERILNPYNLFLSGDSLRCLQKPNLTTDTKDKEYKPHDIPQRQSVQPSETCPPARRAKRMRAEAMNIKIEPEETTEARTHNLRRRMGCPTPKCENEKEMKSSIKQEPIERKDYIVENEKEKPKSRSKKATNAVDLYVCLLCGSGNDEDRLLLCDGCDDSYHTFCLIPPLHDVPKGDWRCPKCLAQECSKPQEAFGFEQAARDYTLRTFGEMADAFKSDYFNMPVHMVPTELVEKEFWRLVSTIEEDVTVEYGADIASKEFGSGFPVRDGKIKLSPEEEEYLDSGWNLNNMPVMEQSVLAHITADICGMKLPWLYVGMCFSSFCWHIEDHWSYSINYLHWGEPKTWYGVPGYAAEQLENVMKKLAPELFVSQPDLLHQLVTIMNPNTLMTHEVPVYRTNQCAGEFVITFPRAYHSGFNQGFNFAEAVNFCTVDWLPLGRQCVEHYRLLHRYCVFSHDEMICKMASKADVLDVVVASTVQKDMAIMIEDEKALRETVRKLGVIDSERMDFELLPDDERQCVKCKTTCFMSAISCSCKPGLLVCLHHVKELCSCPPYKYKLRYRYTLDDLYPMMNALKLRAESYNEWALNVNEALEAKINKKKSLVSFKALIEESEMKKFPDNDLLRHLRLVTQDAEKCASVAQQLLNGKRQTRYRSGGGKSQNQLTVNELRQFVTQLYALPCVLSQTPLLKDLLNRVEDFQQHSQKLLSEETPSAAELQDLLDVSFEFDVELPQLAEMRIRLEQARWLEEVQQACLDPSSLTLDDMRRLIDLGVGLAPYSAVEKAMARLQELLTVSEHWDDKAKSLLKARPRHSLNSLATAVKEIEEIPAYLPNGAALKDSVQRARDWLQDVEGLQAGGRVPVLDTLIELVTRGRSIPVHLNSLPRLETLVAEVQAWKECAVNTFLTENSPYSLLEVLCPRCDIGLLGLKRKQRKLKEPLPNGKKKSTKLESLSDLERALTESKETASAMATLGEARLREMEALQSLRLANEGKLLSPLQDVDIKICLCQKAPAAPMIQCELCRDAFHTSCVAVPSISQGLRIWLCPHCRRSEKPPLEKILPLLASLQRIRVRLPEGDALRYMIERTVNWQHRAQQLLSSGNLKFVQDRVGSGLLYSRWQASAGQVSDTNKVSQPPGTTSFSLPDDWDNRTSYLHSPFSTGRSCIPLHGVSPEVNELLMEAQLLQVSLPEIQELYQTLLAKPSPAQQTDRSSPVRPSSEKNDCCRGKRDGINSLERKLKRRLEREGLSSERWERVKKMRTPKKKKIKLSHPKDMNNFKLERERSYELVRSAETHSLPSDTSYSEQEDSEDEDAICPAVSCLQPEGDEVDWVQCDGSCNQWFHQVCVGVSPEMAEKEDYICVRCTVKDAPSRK
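qHTS format, multiple compound concentrations. Buffer 50 mM HEPES pH 7.5/0.01% Tween-20; 200 nM KDM5BΔAP final; 10 min compound preincubation; substrate-mix levels 12.5 µM peptide, 25 µM α-KG, 0.25 mM NAD⁺; 30 min RT; ΔRFU.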
* = called active by the depositor; i = inactive; u = inconclusive; & = joins results of further samples; [ ] = another dose, or the depositor's remark. Potency is read from the fitted curve at half-maximal effect. These rows are one share of the data; count on the stated rates, not on these rows.

SMILES	KDM5B inhibitor
CC1(C)NC(=O)N(CCC(=O)N2CCc3c(nc4cc(-c5ccccc5)[nH]n4c3=O)C2)C1=O	28µM*
CNCC(=O)N1CCC(n2nccc2NC(=O)Nc2ccccc2Cl)CC1	u
CCc1ccc(NC(=O)N2CCN(C)C3(CCC(=O)N(C)CC3)C2)cc1 (configuration not stated)	-24%
O=C(Nc1cccc2cccnc12)C1(c2ccccc2)CCC1	5%
COc1ccc(NC(=O)C(Cc2ccccc2)NS(=O)(=O)c2ccc3c(c2)CCC(=O)N3)c(OC)c1 (configuration not stated)	-5%
COc1ccc(NC(=O)CSc2nc(-c3ccco3)cc(C(F)(F)F)n2)cc1	u
COCC(=O)Oc1c(Sc2ccc(C)cc2)c(C)nn1C(C)(C)C	u
COc1ccc2cc(C(=O)N3CCN(c4cccc(C)c4C)CC3)c(C)nc2c1	-25%
CCOC(=O)c1cnc2c(ccc3ccccc32)c1Nc1ccccc1OCC	-7%
COCc1cc(CNC(=O)C2NCCc3[nH]cnc32)[nH]n1 (configuration not stated)	u
COc1ccc(CNC(=O)C(C)Cl)cc1 (configuration not stated)	-1%
CCCNC(=O)c1ccc(-n2c(-c3ccccc3)cc3c2CCC(C)C3)cc1 (configuration not stated)	u

3 entries out of the list above, ordered by the value under KDM5B inhibitor, falling:
SMILES	KDM5B inhibitor
COc1ccc(CNC(=O)C(C)Cl)cc1 (configuration not stated)	-1%
COc1ccc(NC(=O)C(Cc2ccccc2)NS(=O)(=O)c2ccc3c(c2)CCC(=O)N3)c(OC)c1 (configuration not stated)	-5%
CCc1ccc(NC(=O)N2CCN(C)C3(CCC(=O)N(C)CC3)C2)cc1 (configuration not stated)	-24%

(more compounds)
SMILES	KDM5B inhibitor
Cc1ccc(CN2CCCC23Cc2ccccc2CNC3=O)cc1C (configuration not stated)	u
O=C(COc1ccc(Cl)cc1)Nc1nc2n(n1)C(c1ccccc1)CC(=O)N2 (configuration not stated)	7%
Cc1ccc(S(=O)(=O)c2nc(-c3cccs3)oc2SC(C)c2ccccc2)cc1 (configuration not stated)	-22%
COc1ccccc1NC(=O)C1=C(C)Nc2ncnn2C1c1ccccc1C(=O)O (configuration not stated)	18%
Cc1ccc(-c2nc3sc(CCNC(=O)c4ccc(C)c(C)c4)c(C)n3n2)cc1	-19%
Cc1ccc(-n2c(/C=C/c3c(C)n(C)c4ccccc34)nc3ccccc3c2=O)cc1	-11%
CC1(C)CCc2cc3c4c(/c(=N\O)oc3cc2O1)CCCC4	u
COC1CCOC2(CCN(C(=O)c3cc(-c4ccc(F)cc4)n[nH]3)CC2)C1 (configuration not stated)	-10%
COC[C@@H]1CN(Cc2ccc3cc[nH]c3c2)C[C@H]1c1nc(C)no1	-8%
O=C1CC2(CCN(C(=O)c3ccc(Cl)cc3)CC2)Oc2cc(Cl)ccc21	-15%[115 µM]
NC(=O)c1ccc(NC(=O)CCc2ncc(-c3ccccc3F)o2)cc1	8%
CCCn1c(=O)n(CC(=O)Nc2ccc(N3CCCCCC3)cc2)c(=O)c2c1nc(C)n2CCOC	9%

Of the compounds above, these contain a Cl atom:
SMILES	KDM5B inhibitor
CNCC(=O)N1CCC(n2nccc2NC(=O)Nc2ccccc2Cl)CC1	u
COc1ccc(CNC(=O)C(C)Cl)cc1 (configuration not stated)	-1%
O=C(COc1ccc(Cl)cc1)Nc1nc2n(n1)C(c1ccccc1)CC(=O)N2 (configuration not stated)	7%
O=C1CC2(CCN(C(=O)c3ccc(Cl)cc3)CC2)Oc2cc(Cl)ccc21	-15%[115 µM]

(cont.)
SMILES	KDM5B inhibitor
COC(=O)c1ccccc1NC(=O)CSc1nc2sc3c(c2c(=O)[nH]1)CCCC3	15%
Cc1nnc(NCc2ccc(F)cc2)c2c1nnn2Cc1ccccc1Cl	12%
Cc1nn(-c2ccccc2)c2nc(N)c(C(N)=O)cc12	u
Cc1ccccc1C(=O)N(C)Cc1cccc(C(F)(F)F)c1	12%[86.2 µM]
Cc1ccc(S(=O)(=O)C(CNS(=O)(=O)c2cc(F)ccc2F)c2cccs2)cc1 (configuration not stated)	u
CCS(=O)(=O)N1C[C@@H](COC)[C@H](c2nc(C3CC3)no2)C1	32%
CCc1nn(CC(=O)NC(C)c2ccccc2)c(=O)c2cc3sccc3n12 (configuration not stated)	-7%
COCCOCC(=O)N1CCCC(c2nn(C)c(=O)n2C(C)C)C1 (configuration not stated)	-6%
Cc1ccc(CCCN2CCCC(COc3ccccc3C(=O)NC(C)C)C2)o1 (configuration not stated)	-22%
COc1ccc(-c2cc3nc4c(c(=O)n3[nH]2)CN(C(=O)c2ccncc2)CC4)cc1	-30%
Cc1ccccc1C1CCCN(C(=O)CCC2(Cc3ccc(F)cc3)CCC(=O)N2)C1 (configuration not stated)	29%
O=S(=O)(c1cccs1)N1CCOC(Cc2cccc(F)c2)C1 (configuration not stated)	18%
Cc1nc(C)c(-c2csc(Nc3ccccc3C)n2)s1	u
CCn1cc(CN2CC[C@H]3C(=O)NCCCCCCN(Cc4ccncc4)[C@@H]3C2)cn1	u
O=c1oc2ccc(Br)cc2cc1S(=O)(=O)c1ccccc1	9%
CCN(C(=O)CCC(=O)N1CCCC(Cc2nncn2-c2ccccc2)C1)c1ccccc1 (configuration not stated)	7%
COc1ccc(S(=O)(=O)NCCc2csc3nc(-c4ccccc4)nn23)cc1OC	-14%
Clc1ccccc1/C=N/C(/N=C/c1ccccc1Cl)c1ccccc1Cl	13%
COCC[C@]1(O)CCN(C(=O)c2csc(CN(C)C)n2)C[C@H]1C	40%
CCOc1ccc(CNc2nc(NCc3ccc(OCC)cc3)n(C(=O)C(C)C)n2)cc1	u
O=C(c1ccc(F)cc1)[C@@H]1[C@@H]2CCCN2[C@]2(C(=O)Nc3ccc(F)cc32)[C@@]12C(=O)Nc1ccccc12	u
O=C(Cn1c(=O)n(CCc2ccccc2)c(=O)c2c3c(sc21)CCCC3)Nc1ccc(F)c(F)c1	11%
CCOCC(=O)N1C[C@@H](Oc2ccccc2)C[C@H]1C(=O)NCCOC	21%
C=CCNC(=O)C(=O)NCc1cccc(OC)c1	24%

Structural class, the compounds so far with an aryl thioether with sulfur outside any ring.
SMILES	KDM5B inhibitor
COc1ccc(NC(=O)CSc2nc(-c3ccco3)cc(C(F)(F)F)n2)cc1	u
COCC(=O)Oc1c(Sc2ccc(C)cc2)c(C)nn1C(C)(C)C	u
Cc1ccc(S(=O)(=O)c2nc(-c3cccs3)oc2SC(C)c2ccccc2)cc1 (configuration not stated)	-22%
COC(=O)c1ccccc1NC(=O)CSc1nc2sc3c(c2c(=O)[nH]1)CCCC3	15%

(list continues)
SMILES	KDM5B inhibitor
CCCCn1c(SCC(=O)NC(C)(C)C)nc2cc(C(=O)OC)ccc2c1=O	-12%
CCC(=O)NCCc1nc2cc(NC(=O)c3ccc(Cl)cc3)ccc2n1C	46%
Cn1c(=O)c2[nH]c(CN3CCN(C(=O)c4ccco4)CC3)nc2n(C)c1=O	-10%
O=C(CCn1ccc2cc(S(=O)(=O)N3CCCC3)ccc21)NCc1ccccc1Cl	-24%
CCOc1ccc(NC(=O)Cc2coc3ccc(C)cc23)cc1	4%
CCOc1ccc(-c2nc(CSCC(=O)NC3CCCC3)c(C)o2)cc1	46%[activator]
COc1ccc(CNC(=O)c2nc(-c3ccc4[nH]ccc4c3)no2)cc1OC	-20%
COc1cc([N+](=O)[O-])cc(/C=N/NC(=O)Cn2nccc2C)c1O	u
Cc1noc(C)c1C(=O)Nc1sc2c(c1C(N)=O)CCC(C)C2 (configuration not stated)	-5%
C=CCOc1ccc(Cl)cc1CNC1CCCC1	15%
O=C(/C=C\c1ccc2c(c1)OCO2)NC1CC(=O)N(c2ccc(F)cc2)C1 (configuration not stated)	u
CCn1nc(C)c(-c2cc(C(=O)NCC3Cn4cccc4C(=O)N3C)no2)c1C (configuration not stated)	-9%
Cn1nccc1C(=O)N1C[C@@H](Oc2ccccc2)C[C@@H]1C(=O)N1CCOCC1	-16%
CN1CCN(CC(=O)Nc2cccc(C(=O)Nc3cccc(C(F)(F)F)c3)c2)CC1	2%
CC(=O)N1CCN(C(=O)C2(NC(=O)Nc3ccc(C)cc3)CCCCC2)CC1	17%
COCCN(CC(N)=O)S(=O)(=O)c1cc(F)ccc1C	23%
Cc1ccc(NC(=O)c2nccnc2N)cc1F	-22%
CCC(C(=O)NCc1cccc(OC)c1)n1nc(C)n2c(cc3sccc32)c1=O (configuration not stated)	-18%
O=C(Nc1ccc(Br)cc1F)N1CCC(CN2CCc3ccccc3C2)CC1	-21%
Cc1ccccc1S(=O)(=O)Cc1ccc(C(=O)NCCN2CCCC2)o1	-11%
CCc1cccc(NC(=O)C2CCCN(S(=O)(=O)c3cccs3)C2)c1 (configuration not stated)	-8%&-10%
C1Cc2nnc(C3CC3)n2CCN1	-22%
COc1cc(OC)c(NC(=O)N2c3ccccc3CC2c2nc(C3CC3)no2)cc1Cl (configuration not stated)	u
COc1ccc(CN2Cc3cc(NC(=O)c4cc(OC)cc(OC)c4)ccc3OC(C)C2=O)cc1 (configuration not stated)	u
CC(C)N(Cc1ccccc1)C(=O)Cn1ncc2c([nH]c3ccccc32)c1=O	u
Cn1cccc1C(=O)N1C[C@@H](Oc2cccnc2)C[C@H]1C(=O)N1CCCC1	-1%
O=C(C1=C(O)C(=O)N(c2nccs2)C1c1ccccc1)c1cc2ccccc2o1 (configuration not stated)	u
COC(=O)c1cc(-c2ccc(F)cc2)nc2onc(C3CC3)c12	i
CCS(=O)(=O)N1CC(=O)N(c2ccc(C)c(C)c2)C(C)(C(=O)NC2CCCCC2)C1 (configuration not stated)	5%
CCc1nnc(NC(=O)CCN2C(=O)/C(=C/c3cc(OC)c(OC)c(OC)c3)SC2=S)s1	6%
CC(=O)Nc1ccc(S(=O)(=O)N[C@H]2CO[C@H]3[C@@H]2OC[C@@H]3Nc2nccc(-c3ccco3)n2)cc1	22µM*
COc1cc(NC(=O)c2ccc3c(c2)NC(=O)CS3)c(OC)cc1Cl	-22%
CCN1CCCC1CNCc1ccccc1 (configuration not stated)	20%
O=C1CSC(c2cccc(C(F)(F)F)c2)N1c1ccc(Br)cc1 (configuration not stated)	10%
CCOc1ccc(NC(=O)c2c(NC(=O)CN3CCCC3)sc3c2CCC(C(C)(C)C)C3)cc1 (configuration not stated)	-16%
COC(=O)c1cc(OC)c(OC)cc1NC(=O)CSCc1c(C)noc1C	u
COc1cc(OC)c(NC(=O)c2c(OC)cc(=O)n3c2CCCC3)cc1Cl	6%
COCCN(C(=O)c1csnn1)C(C(=O)NC1CCCCC1)c1ccccc1 (configuration not stated)	14%
CC(C)S(=O)(=O)CC(=O)O	6%
CC(C)c1noc(COc2ccc(C(=O)NC3CCCC3)cc2)n1	20%
COc1ccc(CN2CCC3(CC2)CC(=O)c2ccc(Cl)cc2O3)cc1	-21%
COc1ccc(Cn2c(=O)c3ccnn3c3ccc(C(=O)O)cc32)cc1	-20%
CCn1cnnc1CC1CCCN(C(=O)Nc2cccc(C)c2)C1 (configuration not stated)	-1%
COc1ccc(C(=O)N2CCN(C(=O)Cc3cc(OC)c(OC)c(OC)c3)CC2)cc1	-16%
Cc1ccc(C(=O)N2CCC(N3CCOC3=O)CC2)cc1	34%[activator][149 µM]
Cc1ccc(C2=NN(C(=O)CCl)C(c3ccco3)C2)o1 (configuration not stated)	u
CN1CCC2(CC1)CN(C(=O)CCc1ccccc1)Cc1ccccc1O2	-19%
COc1ccc(-c2cc3c(=O)n(CCNC(=O)c4ccoc4)ccn3n2)cc1	20µM*
Cc1cccc(-c2nc(CCNC(=O)COc3ccccc3)cs2)c1	-3%
Cc1ccc(S(=O)(=O)N2CCN(C(C)c3nc4ccccc4c(=O)[nH]3)CC2)c(C)c1 (configuration not stated)	18%
Cc1cccc(/C=C/c2onc(C)c2S(=O)(=O)N2CCC(C(=O)N3CCC(C)CC3)CC2)c1	-17%
COc1ccccc1COc1ccc2c(C)c(CC(=O)O)c(=O)oc2c1C	u
CC1(C)C(C#N)=C(N)Oc2c1c(=O)oc1ccccc21	21%
O=C(c1ccoc1)N1CCC2(CC1)N=C(c1ccccc1)NO2	10%
CCCS(=O)(=O)N1CCC(c2nc(CCOc3ccc(F)cc3)no2)C1 (configuration not stated)	-6%
Cc1cccc(CSc2nc(=O)c3c(n2C)NC(=O)CC3c2cc(F)cc(F)c2)c1 (configuration not stated)	-5%
CCn1cc(CN2CCC(c3[nH]ncc3-c3ccccc3C)CC2)cn1	-22%
COc1ccc(CN2CCC(C(=O)Nc3ccc(Oc4ccccc4)nc3)CC2)cc1F	23%
O=C(CCN1CCOC(C(F)(F)F)C1)NCc1ccccc1Cl (configuration not stated)	-24%
CCN(Cc1cnn(CC)c1)C(=O)C1CCN(C(=O)N2CC3CC(C2)[C@H]2CCCC(=O)N2C3)CC1 (some centres not stated)	-11%

Continuation:
SMILES	KDM5B inhibitor
COc1cccc(NC(=O)c2ccc3c(c2)N(C)C2CCCCCN2C3=O)c1 (configuration not stated)	u
Cc1ccc(-n2ncc3c(NCc4ccccc4)ncnc32)cc1Cl	u
Cc1oc(-c2ccc(C(=O)Nc3ccc(F)cc3F)cc2)nc1COc1ccccc1	-5%
Cc1ccc(C(=O)NC23CC4CC(CC(C4)C2)C3)cc1Cl	-1%
CCn1ncc(CN2CCCC23CCN(c2cc(C)nc4ccccc24)CC3)c1C	u
COC[C@@H]1CN(c2ncccn2)C[C@H]1C(=O)NCC(F)(F)F	20µM*
CC(=O)Nc1ccc(S(=O)(=O)N[C@H]2CO[C@H]3[C@@H]2OC[C@@H]3Nc2nccc(-c3cccs3)n2)cc1	25µM*
COc1ccc(CC(=O)N2CCN(S(=O)(=O)c3ccc(Cl)s3)CC2)cc1	31%
Cc1cc(NC(=O)CCC(=O)N(CC(=O)NC2CCCC2)c2ccc(Cl)c(Cl)c2)no1	26%
